High-throughput results as filed in PubChem BioAssay.
Cneo AK release = Cryptococcus neoformans lysis via adenylate kinase release; C. neoformans lysis, adenylate kinase release luminescence, 4 h; normalised: neutral wells 0, clomiphene wells 100; lysis activity, % at 15 µM; actives 0.2% (n = 360,000); AID 651654;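 active means mean lysis activity across replicates of at least 80%, whatever share of replicates individually reach that level; inactive means mean lysis activity below 80%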
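Assay system: Cryptococcus neoformans yeast cells / Dosing: single-point compound dose / Timing: 4 h at 37 °C static, read 1 h later / Measured by: luminescence of released adenylate kinase using an AK detection reagent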
F508del corr = CFTR F508del correction in bronchial cells | actives 0.36% (n = 350,000) | CFBE cells, YFP halide quenching; stimulated with forskolin plus potentiator P3; % fluorescence drop versus neutral controls | activity (quench increase), % at 7.58 µM;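 active means mean added fluorescence quench of at least 8% versus neutral control, with both replicates also reaching 8%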;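 further: cells transiently co-express mutant CFTR-F508del with the halide-sensitive YFP; corrector assay measuring rescue of mutant channel to the surface after 24 h compound exposure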
miR122 inh = inhibitors of miR-122 in Huh7 cells; Huh7 miR-122 Renilla luciferase sensor, 48 h; neutral wells = 0, positive control = 100; activation (reporter increase), % at 12.5 µM; actives 0.3% (n = 340,000);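 active means mean replicate activation score at least 90 and every replicate individually at or above 90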;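 further: higher luciferase means less miR-122 activity so hits act as miR-122 inhibitors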
PglD DTNB = inhibitors of Campylobacter jejuni PglD acetyltransferase; purified PglD enzyme, DTNB colorimetric CoA detection; inhibition, % at 12.5 µM; actives 0.098% (n = 360,000); AID 602405; in the data active means inhibition above about 16%, passing the limit was not always enough; further: strong numbers were not always called active
FN deposit inh = fibronectin deposition inhibition | AH1F fibroblasts, Alexa488-fibronectin deposition fluorescence, overnight | inhibition, % at 12.6 µM | actives 0.086% (n = 350,000);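 active means mean inhibition across replicates of 30% or more, regardless of how many single replicates reach that level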;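 further: positive control wells lacked labelled fibronectin entirely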
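Test system: AH1F fibroblast monolayer depositing Alexa488-labelled fibronectin into matrix. Input: 10000 cells per well. Technique: fluorescence, ex 485 nm, em 525 nm. Buffer or medium: DMEM plus 2% serum, read in PBS. Timing: 1 h cell adhesion before compound, then overnight fibronectin incubation. Compound: single dose, pinned. Read-out basis: inhibition from reduced deposited-fibronectin fluorescence.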
INS-1E GSIS act = GLuc luminescence reporter in INS-1E cells, primary screen for activators of glucose-dependent secretion of insulin. actives 0.61% (n = 370,000). INS-1E GLuc reporter insulin secretion, 2-3 h. activation, % at 16.6 µM. AID 743287;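 active means lowest replicate activation of at least 40%, so every replicate reaches that level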;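 further: 0% = median of neutral control wells and 100% = median of IBMX positive control wells; some compounds called inactive have numbers as strong as hits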
C2C12 statin = suppressors of simvastatin-induced myotoxicity in C2C12 myotubes; ATP luminescence, 48 h; scaled: DMSO 0, geranylgeraniol control 100; rescue of ATP level, % at 7.49 µM; actives 0.78% (n = 330,000); AID 602340;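 active means mean ATP rescue above about 67%, or every replicate alone reaching that limit, limit read from the data, passing the limit was not always enough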;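 further: myotubes were challenged with 10 µM simvastatin during compound exposure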
PGC1a acetyl inh = lowers PGC1a acetylation signal in U2OS cells. AlphaScreen anti-acetyl-lysine; with virally co-expressed GCN5 acetyltransferase. inhibition, % at 15.6 µM. actives 0.17% (n = 350,000);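 active means every replicate shows inhibition of at least 40%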;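 further: 0% = neutral control wells and 100% = positive control wells; some results beyond the cut were filed as inactive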
Active calls of the source: *; / = no result given; & = joins results of further samples; [ ] = another dose, or the depositor's remark.

SMILES	Cneo AK release	F508del corr	miR122 inh	PglD DTNB	FN deposit inh	INS-1E GSIS act	C2C12 statin	PGC1a acetyl inh
CC[C@@H](CO)NC(=O)[C@@H]1C=C2c3cccc4c3c(cn4C)C[C@H]2N(C)C1	5&1	6.1&-1.7	-2&-6	-2&4	-1&4	6	6&-6	-2&11
CCOC(=O)c1cn2nc(OP(=S)(OCC)OCC)cc2nc1C	2	/	2	3	/	-7	/	-7
COC(=O)C1=C(c2ccc3ccccc3c2)C[C@@H]2CC[C@H]1N2C(=O)NCCO	1	0.7	-1	0	1	0	-2	4
COc1cc2[nH]c(=O)n(-c3ccc(C)cc3)c(=O)c2cc1OC	1	/	-1	-1	9	-2	/	-10
CN(C)C(=O)Oc1ccc2c(c1)O/C(=C\c1ccccc1)C2=O	-1	0.8	-10	-1	-8	-2	-9	-8
CCN(CC)c1ccc(N=Cc2c(O)n(-c3ccc(Cl)cc3)c(=O)[nH]c2=O)cc1	1	/	-4	-5	/	/	-141	6
O=C1NC(=O)C(Nc2ccc(Cl)c(Cl)c2)C(=O)N1	-1	-1.9	2	2	/	-16	6	/
COC(=O)C1=C(c2ccc(F)cc2OCc2ccccc2)C[C@@H]2CC[C@H]1N2C(=O)NCc1ccc(OC)cc1	1	2.9	-4	-6	4	0	84*	30
CCn1c(=O)cc(OCC(=O)N2CCN(Cc3ccc4c(c3)OCO4)CC2)c2ccccc21	0	/	-10	0	2	/	7	0
NC1CCCCC1N=Cc1c(O)n(Cc2ccc(F)cc2)c(=O)[nH]c1=O (centres undefined)	-1	/	/	2	/	-10	10	/
CC12CCC3C(CCCC4CC(=O)CCC43C)C1CCC2O (centres undefined)	/	-5.3	87	/	-1	2	-5	/
O=c1cccc2n1CC1CC2CN(S(=O)(=O)c2ccccc2)C1 (centres undefined)	2	-0.6	-10	5	/	-8	-6	6
CC12CC[C@H]3[C@@H](CCC4(O)C[C@H](O)CCC34/C=N/NC(=O)c3ccc(O)cc3)C1(O)CCC2C1=CC(=O)OC1 (some centres undefined)	0	2.8	-3	-5	-1	-3	4	3
Clc1ccc(CN2CCNCC2)cc1	-2	1.9	-1	2	-3	2	11	-13
O=C(c1cccc(C(F)(F)F)c1)C1CCCN(Cc2ccccc2O)C1 (centres undefined)	3	-1.7	/	4	0	-10	/	/
O=C(CN1CC=C(c2ccccc2)CC1)NC(=O)NCc1ccco1	2	/	-2	4	-12	/	3	7
Brc1ccc(CN2CCNCC2)s1	1	/	-1	5	/	/	3	51
COc1ccc(CNC(=O)/C=C/c2ccc3[nH]cc(CCN(C)C)c3c2)cc1	-2	-0.5	-10	-3	6	/	-2	-11
C/C(=N\NC(=O)c1ccccc1Cl)c1c(O)n(C2CCCCC2)c(=O)[nH]c1=O	5	0.8	-2	0	-4	-10	-2	-10
COC(=O)Cn1cc(/C=C2\C(=O)NC(=O)N(c3ccccc3)C2=O)c2ccccc21	5	0.9	-2	-2	-8	-5	8	6
CCC(=Nc1ccc(OC)cc1OC)c1c(O)n(C2CCCCC2)c(=O)[nH]c1=O	2	/	5	7	-1	/	9	-6
O=C1NC(=O)N(Cc2ccccc2)C(=O)/C1=C/c1cnc(-c2ccccc2)nc1	/	-3.7	/	/	4	-10	/	-13
CC(C)NC(=O)N1[C@@H]2Cn3c(ccc(-c4cccc(C(=O)N(C)C)c4)c3=O)[C@H]1[C@@H](C(=O)O)[C@@H]2CO	52	/	/	-3	/	1	-52	/
CC1(C)CC(n2[nH]c(=O)c3c2NC(=O)CSC3c2ccc(F)cc2)CCO1 (centres undefined)	3	/	2	0	/	/	10	5
COc1cc(C(=O)OC2C[C@H]3CC[C@@H](C2)N3)ccc1O (some centres undefined)	0	3.6	/	-6	7	-22	9	/
CC(C)(C)n1cccc1/C=C1\C(=O)NC(=O)N(c2ccccc2)C1=O	-1	/	-8	2	-1	23	/	1
CCN(CC)C(=O)c1ccc(NC(=O)Cn2nc(C)c3ccccc3c2=O)cc1	-2	/	-8	1	7	/	19	10
CSc1ccc(CNC2CN3CCC2CC3)cc1 (centres undefined)	2	-0.9	/	-5	/	25	-3	3
COC(=O)C1=C(c2ccc(F)cc2F)C[C@@H]2CC[C@H]1N2C(=O)NC(C)C	0	/	5	4	/	/	8	13
COc1cc(CN=Cc2c(O)n(C(C)(C)C)c(=O)[nH]c2=O)cc(OC)c1	/	-1.3	/	/	-2	10	17	10
O=C(CN1CCOCC1)c1ccc2cc[nH]c2c1	-2	1.1	-4	4	10	10	2	-1
COC(=O)C1=C(c2ccc(Cl)c(C(F)(F)F)c2)C[C@@H]2CC[C@H]1N2C(=O)NCc1ccco1	3	3.7	2	-6	7	/	7	-11
Cc1ccc(C)c(NC2=NCCCS2)c1	2	/	2	3	/	/	-9	-1
CCN(CC)S(=O)(=O)N1CCC(C(=O)N2CCC3(CC2)OCCO3)CC1	0	0.4	-7	-4	4	3	-12	/
CCOC(=O)[C@@]1(C#N)[C@@H]2C=CC(C(N)=O)=CN2[C@@H](C(N)=O)[C@@H]1c1cccc(Cl)c1	3	/	17	-3	4	/	-1	10
Cc1ccc(S(=O)(=O)N2CCCC(C(=O)N3CCC4(CC3)OCCO4)C2)cc1 (centres undefined)	-2	/	0	-1	1	-2	24	6

Sorted by length of the SMILES (largest number first): part of the list above
SMILES	Cneo AK release	F508del corr	miR122 inh	PglD DTNB	FN deposit inh	INS-1E GSIS act	C2C12 statin	PGC1a acetyl inh
CC12CC[C@H]3[C@@H](CCC4(O)C[C@H](O)CCC34/C=N/NC(=O)c3ccc(O)cc3)C1(O)CCC2C1=CC(=O)OC1 (some centres undefined)	0	2.8	-3	-5	-1	-3	4	3
CCOC(=O)[C@@]1(C#N)[C@@H]2C=CC(C(N)=O)=CN2[C@@H](C(N)=O)[C@@H]1c1cccc(Cl)c1	3	/	17	-3	4	/	-1	10
COC(=O)C1=C(c2ccc(F)cc2OCc2ccccc2)C[C@@H]2CC[C@H]1N2C(=O)NCc1ccc(OC)cc1	1	2.9	-4	-6	4	0	84*	30
CCN(CC)c1ccc(N=Cc2c(O)n(-c3ccc(Cl)cc3)c(=O)[nH]c2=O)cc1	1	/	-4	-5	/	/	-141	6
COC(=O)C1=C(c2ccc(F)cc2F)C[C@@H]2CC[C@H]1N2C(=O)NC(C)C	0	/	5	4	/	/	8	13
O=C(CN1CCOCC1)c1ccc2cc[nH]c2c1	-2	1.1	-4	4	10	10	2	-1
Brc1ccc(CN2CCNCC2)s1	1	/	-1	5	/	/	3	51

New compounds follow:
SMILES	Cneo AK release	F508del corr	miR122 inh	PglD DTNB	FN deposit inh	INS-1E GSIS act	C2C12 statin	PGC1a acetyl inh
CNC(=O)N(C)c1nnc(C(C)(C)C)s1	1	/	-2	-3	4	3	/	0
N#Cc1ncc(N=Cc2ccc(N(CCCl)CCCl)cc2)s1	0	3.2	9	-4	8	-7	6	0
CCCCOC(=O)COc1cc(C)cc2oc(=O)c3c(c12)CCC3	-5	/	0	-2	-3	/	2	2
CC1CN(CC(=O)c2ccccc2Cl)CC(C)O1 (centres undefined)	0	-0.3	0	-5	7	3	11	-10
N#CC1c2ccccc2-n2nncc2CN1S(=O)(=O)c1cc(Cl)cc(Cl)c1 (centres undefined)	0	-1.2	-5	3	3	/	1	5
CC(O)(CS(=O)(=O)c1ccccc1)C(=O)Nc1cccc(C(F)(F)F)c1 (centres undefined)	1	/	1	-2	/	-10	13	-2
N#Cc1ccccc1Cn1cc(C(=O)c2ccco2)c2ccccc21	-6	/	1	0	2	/	14	-2
CCC(CC)C1C(C#N)=C(N)Oc2c1c(=O)oc1ccccc21 (centres undefined)	1	/	2	-4	/	/	2	-10
CCOC(=O)C1(CCc2ccccc2)CCN(CC(O)CO)CC1 (centres undefined)	-1	-2.7	5	-3	-13	/	24	2
Nc1c(C(=O)OC2CCCCC2)c2nc3ccccc3nc2n1CC1CCCO1 (centres undefined)	5	/	8	-8	-11	/	-27	-12
CCCCn1c(O)c(/C=N/N2CCCCC2c2cccnc2)c(=O)[nH]c1=S (centres undefined)	-4	-0.2	-1	5	5	1	4	8
COC(=O)C1=C(c2cccc(OCc3ccccc3)c2)C[C@@H]2CC[C@H]1N2C(=O)NCc1ccc([N+](=O)[O-])cc1	0	2.4	/	-5	2	-6	-20	/
CC12CCCCC1=[N+]([O-])CN2O (centres undefined)	1	/	-11	6	-4	/	0	13
COC(=O)[C@H]1[C@H](CO)[C@H]2Cn3c(cccc3=O)[C@@H]1N2CCc1ccccc1	-2	/	/	7	6	-11	17	/
COc1ccc(C(=O)NC(=S)N2C[C@H]3C[C@H](C2)c2cccc(=O)n2C3)cc1OC	1	-1.8	-5	-3	/	4	8	0
COC(=O)C(c1ccccc1)N1CCCCCC1 (centres undefined)	0	/	6	1	/	10	-8	6
COc1cccc(-c2ccc([C@@H]3[C@@H](CO)N4CCCCN(C(=O)Cc5ccncc5)C[C@@H]34)cc2)c1	1	-0.2	-2[16.7 µM]	6	-1	-5	/	-14
CCOc1ccc(NC(=O)c2c(O)[nH]c(=O)[nH]c2=O)cc1	-1	-2.1	-6	-6	-14	-1	-4	-2
O=c1[nH]c(=S)n(-c2ccccc2)c(O)c1C=NCCN1CCNCC1	-2	-3.0	-7	-4	3	8	0	-1
Cc1ccccc1-n1c(C)nc2sccc2c1=O	0	/	-7	-6	-8	/	/	/
CC=Cc1ccc2n(c1=O)C[C@@H]1[C@@H](CO)[C@H](C(=O)O)[C@H]2N1S(=O)(=O)c1ccccc1F (mixture of isomers)	-1	/	/	-1	/	9	9	/
CC1CCC(C(C)C)C(OP(N)(=O)c2ccccc2)C1 (centres undefined)	1	/	-5	-5	-11	/	4	11
COc1ccc(-n2c(O)c(C(C)=NCCc3c[nH]c4ccccc34)c(=O)[nH]c2=O)cc1	0	-0.8	6	1	3	-3	/	11
O=C(NCc1ccc(C(=O)N2CCC3(CC2)OCCO3)cc1)c1ccc2c(c1)OCO2	-1	/	-1	-5	-2	14	/	1
O=C(Nc1ccccc1)c1cc([N+](=O)[O-])ccc1N1CCNCC1	/	-4.3	-5	/	-3	-9	/	-7
O=C(c1ccc(CS(=O)(=O)c2ccc(Br)cc2)o1)N1CCC2(CC1)OCCO2	2	/	-3	14	-6	/	3	3
CC(=O)NC1=C(N2CC2C)C(=O)C(NC(C)=O)=C(N2CC2C)C1=O (centres undefined)	-1	0.2	0	1	-7	10	-1	2
COc1ccccc1OCCCn1cc(C(=O)c2ccco2)c2ccccc21	-1	/	-2	1	-4	/	/	/
Cc1cc(OCC(=O)NC(Cc2ccc(Cl)cc2)C(=O)O)c2c3c(c(=O)oc2c1)CCCC3 (centres undefined)	0	-16	2	0	/	/	3	-5
O=C1C2C3CCC(O3)C2C(=O)N1c1cccc(F)c1 (centres undefined)	21	1.9	-1	3	2	/	/	1
COc1ccc(-n2nnnc2C(c2cccs2)N2CCC3(CC2)C(=O)NCN3c2ccccc2)cc1 (centres undefined)	-32	1.8	-5	6	-5	-14	1	11
Cc1ccc(CN2CCCN(Cc3ccc(C)cc3)S2(=O)=O)cc1	4	1.2	8	-1	8	1	-3	-12
CN1C(=O)C(Cc2nc3ccccc3c(=O)n2-c2ccccc2)c2ccccc21 (centres undefined)	-1	/	-1	-9	3	/	0	17
CCOc1ccc(-n2c(O)c(N=Nc3c(C)n(C)n(-c4ccccc4)c3=O)c(=O)[nH]c2=O)cc1	-3	2.2	-1	-9	1	-4	/	-8
COC(=O)C1=C(c2ccc(OCc3ccccc3)cc2)C[C@@H]2CC[C@H]1N2C(=O)NC1CCN(Cc2ccccc2)CC1	1	/	-19	0	/	/	8	-19

Not all compounds are listed; count on the stated rates, not on these rows.
